PTHR1 ag – agonists of human PTHR1 parathyroid hormone receptor; HEK293 GP2 PTHR1 cells, GloSensor cAMP luminescence, 1 h; AID 743266; Q03431; Potency, µM (titrated, usually from 115 µM), inactives show at the highest dose activation, actives largely listed as activators; 410,000 tested, 0.075% active; note: potency is the fitted concentration of half-maximal effect; nearly all actives have a fitted effect of over 55% in size; some results filed as inactive show a strong effect at the top dose; inactives centre near -15; many of its hits are not listed in these tables
Target sequence (Q03431 whole entry, looked up): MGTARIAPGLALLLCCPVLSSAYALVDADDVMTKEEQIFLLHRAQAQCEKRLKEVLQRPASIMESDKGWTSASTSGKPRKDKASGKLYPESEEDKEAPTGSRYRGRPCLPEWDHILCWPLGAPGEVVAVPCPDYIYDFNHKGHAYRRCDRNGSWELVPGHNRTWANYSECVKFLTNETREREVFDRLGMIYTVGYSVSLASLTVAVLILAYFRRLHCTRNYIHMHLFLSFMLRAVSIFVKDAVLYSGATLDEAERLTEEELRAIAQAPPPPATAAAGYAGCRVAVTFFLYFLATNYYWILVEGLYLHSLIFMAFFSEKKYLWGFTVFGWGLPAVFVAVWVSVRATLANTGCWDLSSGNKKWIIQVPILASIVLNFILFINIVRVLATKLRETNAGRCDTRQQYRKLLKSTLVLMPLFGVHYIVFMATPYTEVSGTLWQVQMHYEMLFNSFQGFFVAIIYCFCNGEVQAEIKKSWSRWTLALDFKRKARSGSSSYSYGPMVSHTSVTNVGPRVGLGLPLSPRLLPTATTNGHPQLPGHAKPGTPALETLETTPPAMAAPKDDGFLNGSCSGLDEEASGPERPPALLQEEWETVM
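HEK-293-derived GP2 cells expressing PTHR1 and a GloSensor cAMP reporter, 3,000/well, plated overnight, given luciferin plus IBMX (each 0.5 mM as added) for 1 h at 37 °C, then compound for 1 h at 37 °C. Luminescence was read after 15 min at room temperature.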
CCT modulator – cytosolic chaperonin activity modulation; purified chaperonin ATPase assay, HTRF ADP detection, 30 min; activity change, % (no concentration beside the values), hits read low; 360,000 tested, 0.3% active; AID 651819; in the data active = activity change below about -30%; note: % is set by controls: 0 for no effect and ±100 for the full control effect
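ATPase activity: ADP formed was measured by HTRF Transcreener (665/615 nm ratio) after 30 min at 37 deg C with 10 uM ATP. Compounds screened at one 76 uM concentration against 40 or 20 nM TRiC in Tris pH 7.4/KCl/MgCl2/DTT buffer.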
MmCpn inh – M. maripaludis TRiC chaperonin inhibition | purified Mm-Cpn ATPase, ADP Transcreener TR-FRET | Potency, µM (top dose mostly 76.9 µM), for the others: top-dose activity, negative = inhibition, actives largely listed as inhibitors | 330,000 tested, 0.031% active; note: potency is the fitted concentration of half-maximal effect; % is set by controls: 0 for no effect and ±100 for the full control effect; nearly all actives have a fitted effect of over 80% in size
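Purified archaeal Mm-CPN (25nM final) preincubated 10 min at 37degC with compound, then 10uM ATP for 30 min at 37degC; ADP measured by HTRF Transcreener TR-FRET; buffer 30 mM TRIS pH 7.4, 100mM KCl, 5mM MgCl2, 1mM DTT.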
DRD3 agonist – D3 dopamine receptor (human) agonism | 410,000 tested, 0.58% active | max activation, % | D3R DiscoveRx beta-arrestin cells, luminescence, 90 min; in the data active = max activation above about 30%; note: 0% is about no effect; mostly tested at two doses, the higher about 12 µM
Target sequence (P35462 whole entry, looked up): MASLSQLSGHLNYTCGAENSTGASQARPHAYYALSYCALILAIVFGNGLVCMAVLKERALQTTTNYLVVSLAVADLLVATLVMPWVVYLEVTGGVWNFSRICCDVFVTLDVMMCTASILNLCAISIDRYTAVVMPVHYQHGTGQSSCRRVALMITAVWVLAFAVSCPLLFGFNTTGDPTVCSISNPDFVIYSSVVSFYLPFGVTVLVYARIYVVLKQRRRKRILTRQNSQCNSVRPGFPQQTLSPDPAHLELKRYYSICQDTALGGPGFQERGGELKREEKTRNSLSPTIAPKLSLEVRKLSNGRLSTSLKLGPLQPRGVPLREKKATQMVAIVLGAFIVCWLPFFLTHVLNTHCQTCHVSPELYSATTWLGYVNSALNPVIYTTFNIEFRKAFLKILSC
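Agonist-mode cell screen: cells plated at 1500/well and incubated overnight at 37 °C, then exposed to library compounds for 90 min at 37 °C. Detection reagent was added for 30–60 min at room temperature, and luminescence was read.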
Akt phos inh – Akt phosphorylation inhibition | Neuro2A IGF-stimulated pAkt S473 HTRF, 20 min; stronger effect = lower value | activity change, % for hits at 50 µM | 360,000 tested, 0.32% active; in the data active = activity change below about -80%; inconclusive = mostly about -51% to -80%; note: % is set by controls: 0 for no effect and ±100 for the full control effect
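Neuro2A cells (4,500/well, DMEM with 0.5% FBS) were treated with compound at a single 50 µM final concentration, stimulated with 6 nM IGF for 20 min at 37 °C, and lysed. Phospho-Akt Ser473 was read by HTRF as 665/615 ratio ×10^4.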
DRD3 antagonist – blocks the human D3 dopamine receptor; 360,000 tested, 2.5% active; AID 652054; D3R cells, DiscoveRx beta-arrestin luminescence, antagonist mode; stronger effect = lower value; max response, negative = inhibition, %; P35462; in the data active = max response below about -50%; inconclusive = no clear call, values can overlap the other calls; note: % is set by controls: 0 for no effect and ±100 for the full control effect; mostly tested at two doses, the higher about 12 µM
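Cells expressing the human receptor were seeded at 1500 cells/well, incubated overnight at 37 degrees C in 5% CO2, then exposed to library compounds with dopamine controls for 90 minutes at 37 degrees C before luminescent detection.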
EPAC2 antagonist – blocks human EPAC2 exchange factor; EPAC2 GEF exchange of Rap1B-BODIPY-GDP, fluorescence; Potency, µM (doses to about 114 µM), without a hit: top-dose activity, negative = inhibition, hits mostly inhibitors; 360,000 tested, 0.18% active; AID 720708; note: potency is the fitted concentration of half-maximal effect; % is set by controls: 0 for no effect and ±100 for the full control effect; nearly all actives have a fitted effect of over 45% in size; many of its hits are not listed in these tables
EPAC2 ag – EPAC2 (human) agonism. Q8WZA2. EPAC2 activation, biochemical qHTS; response scale: 100% = 6.5 mM cAMP response. Potency, µM (titrated, usually from 154 µM), without a hit: top-dose activation, most hits filed as activators. 360,000 tested, 0.079% active; note: potency is the fitted concentration of half-maximal effect; nearly all actives have a fitted effect of over 50% in size
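Readout is BODIPY fluorescence (480 nm excitation, 540 nm emission), which falls as labeled GDP is exchanged off Rap1B. EPAC2 at 100 nM acted on 250 nM RAP1B-BODIPY-GDP with 50 uM GDP present.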
* hit, by the source's call; i = inactive; ? = inconclusive; nt = no result given; & = joins results of further samples; [ ] = another dose, or the depositor's remark. Unless noted, calls come from the whole dose curve; as a rule, active = well fitted curve in the direction sought with a large enough effect; inconclusive = small, poorly fitted or top-dose-only effect, or another doubt; inactive = no such curve, though single readings can be large; an effect the other way counts as inactive or inconclusive. The list is partial; count on the stated rates, not on these rows.

Values run as follows: PTHR1 ag	CCT modulator	MmCpn inh	DRD3 agonist	Akt phos inh	DRD3 antagonist	EPAC2 antagonist	EPAC2 ag
> COc1ccc(NC(=O)Cc2ccc(-c3ccccc3)cc2)cn1
→ -5%	-0.9	-2%	-3	i	-5	-6%	3%
> CC(=O)OCn1nnc2ccccc2c1=O
→ -6%[57.5 µM]	-2.1	-4%	6	nt	-2	0%	-84%[15.6 µM]
> CC(C)CC1Nc2ccc(C(=O)NCCCN3CCCCC3C)cc2NC1=O (stereo not drawn)
→ i	-1.6	0%	-8	i	-5	3%	2%
> CCO[C@@H]1OC(C(=O)O)=C[C@H](c2ccc(C(F)(F)F)cc2)[C@H]1CCCO
→ -5%	-1.2	nt	9	i	-6	5%	6%
> CCn1cc(C(=O)O)c(=O)c2cc(Br)ccc21
→ -40%[inhibitor]	-0.2	-1%	0	i	-21	5%	1%
> CCCOCC(O)CCc1n[nH]c(=S)n1-c1ccccc1 (stereo not drawn)
→ i	-3.4	3%	0	i	-6	-9%	14%
> O=S(=O)(NC1=NCCCCC1)c1ccc(F)cc1
→ i	-1.0	2%	-5	i	-14	3%	8%
> COc1cc2c(cc1OC)C1(Nc3c-2c(Cc2ccccc2)nn3-c2ccccc2)C(=O)Nc2ccccc21 (stereo not drawn)
→ 0%[57.5 µM]	-1.8	3%	2	i	-2	-2%	10%
> NS(=O)(=O)c1ccc(N=Nc2c(O)ccc3ccccc23)cc1
→ -5%	-2.1	0%	4	i	-2	17%	0%
> Cc1ccc(Nc2ccncc2S(N)(=O)=O)cc1
→ i	-0.9	nt	-15	i	-11	6%	5%
> COc1ccccc1/C=C/C(=O)OCC(=O)NC1CCS(=O)(=O)C1 (stereo not drawn)
→ -1%	2.2	1%	4	i	0	-1%	-2%
> O=C(CSc1ncnc2c1nnn2-c1ccc(F)cc1)NCC1CCCO1 (stereo not drawn)
→ -21%[57.5 µM]	0.9	0%	3	i	-3	8%	6%
> CS(=O)(=O)N1CCN(c2ccc(NC(=O)CSc3nnc(-c4ccco4)o3)cc2)CC1
→ i	-1.1	0%	9	i	8	2%	8%
> COc1ccc(NC(=O)CSc2nnnn2C2CC3C=CC2C3)cc1 (stereo not drawn)
→ i	-1.6	5%	4	i	-1	-6%	7%
> CCCCCC(=O)Cc1cc(O)cc2c1C(=O)Oc1cc(O)c(C(=O)O)c(CCCCC)c1O2
→ -7%	2.0	2%	8	i	0	16µM*	-9%
> Cc1ccc(NC(=O)CN2C(=O)N/C(=C/c3ccc(N4CCOCC4)cc3)C2=O)cc1
→ i	-2.1	0%	0	i	-13	0%	0%
> CC(C)C[C@H]1CNC(=S)N1C[C@H]1CCCN1C[C@H](Cc1ccc(O)cc1)N1C[C@H](CC(C)C)N(CCc2ccccc2)C1=S
→ i	1.3	nt	-11	i	-19	-10%	3%
> COc1ccc(NC(=O)c2cc(C)cc(C)c2)cc1[N+](=O)[O-]
→ i	-1.6	2%	3	i	-10	-4%	5%
> O=C(NCc1ccccc1)N1CCC(c2nc3ccccc3[nH]2)CC1
→ i	-3.6	2%	3	i	13	3%	5%
> CCOC1=NN(c2ncc(C(F)(F)F)cc2Cl)C(=O)C1
→ i	-28	-3%	5	i	12	12%	2%

Part of the list above, in markdown.
| molecule | PTHR1 ag | CCT modulator | MmCpn inh | DRD3 agonist | Akt phos inh | DRD3 antagonist | EPAC2 antagonist | EPAC2 ag |
| --- | --- | --- | --- | --- | --- | --- | --- | --- |
| COc1ccc(NC(=O)Cc2ccc(-c3ccccc3)cc2)cn1 | -5% | -0.9 | -2% | -3 | i | -5 | -6% | 3% |
| CC(=O)OCn1nnc2ccccc2c1=O | -6%[57.5 µM] | -2.1 | -4% | 6 | nt | -2 | 0% | -84%[15.6 µM] |

(further entries)
Values run as follows: PTHR1 ag	CCT modulator	MmCpn inh	DRD3 agonist	Akt phos inh	DRD3 antagonist	EPAC2 antagonist	EPAC2 ag
> Cc1c(C)c2ccc(OCC(=O)NCc3ccccn3)cc2oc1=O
→ -3%	-1.1	1%	2	i	4	-5%	-2%
> O=C1N=NC(=O)N1c1ccccc1
→ -13%	0.8	-1%	17	i	22	23%	3%
> O=S1(=O)N=C(Nc2ccc(N3CCOCC3)c(Cl)c2)c2ccccc21
→ i	0.6	0%	3	i	-7	2%	-6%
> CCSc1cc(N2CCCC2)nc(-c2ccc(Cl)cc2)n1
→ -12%	0.1	-12%	-10	i	-6	-8%	4%
> Cc1ccc(C)c(NC(=O)CN(C)C(=O)[C@@H](NC(=O)c2ccc(C(C)(C)C)cc2)C(C)C)c1
→ i	-3.2	-1%	4	i	6	0%	-19%
> Cc1cc(C)c(C=NNc2nc3c([nH]2)c(=O)n(C)c(=O)n3C)c(C)c1
→ -1%	-1.7	nt	2	i	6	2%	4%
> CC(C)(C)CN1CCNC[C@H]1Cc1ccc(O)cc1
→ -18%	-2.4	1%	-25	i	0	10%	5%
> O=C1c2ccccc2CN2C(=O)c3ccccc3CN12
→ -21%	2.1	-1%	-8&-22	i	0	13%	4%
> Cc1ccc(C(=O)Nc2ccc(NC(=O)c3ccccc3Cl)c(C)c2)cc1
→ i	-0.2	nt	5	i	10	0%	2%
> COc1cccc(C(=O)/C=C2\NCCc3cc(OC)c(OC)cc32)c1
→ -2%	-1.9	-1%	10	i	16	-11%	18%
> Cn1cccc1/C=C1/SC(=S)N(CC(=O)O)C1=O
→ -46%[inhibitor]	-0.9	-2%	-5	i	?	7%	13%
> CCN(Cc1ccccc1)C(c1cc2cc(C)cc(C)c2[nH]c1=O)c1nnnn1CCOC (stereo not drawn)
→ i	0.2	-27%	-3	i	19	-6%	0%
> CCn1cc(C(=O)NN)c(=O)c2cc(F)c(N3CCN(C)CC3)cc21
→ i	0.1	-1%	-4	i	-5	-4%	5%
> CCOc1ccccc1NC(=O)Nc1ccc2c(c1)OCO2
→ i	-2.3	-1%	0	i	5	-5%	10%
> COc1cc(NC(=O)c2cc(-c3ccc(C)cc3)on2)cc(OC)c1OC
→ -16%	1.4	0%	6	i	-16	5%	2%
> O=C(O)c1cccc(CSc2nc(-c3ccccc3)cc(C(F)(F)F)n2)c1
→ i	-0.3	4%	5	i	0	6%	7%
> CC(C)(C)OC(=O)c1c(N)n(CCCN2CCCC2=O)c2nc3ccccc3nc12
→ 0%	0.1	-15%	5	i	17	4%	-6%
> CCn1cc(/C=C(\NC(=O)c2ccccc2OC)C(=O)NCCCn2ccnc2)c2ccccc21
→ i	-2.0	0%	-5	i	30	0%	1%
> CCCNC(=O)c1ccccc1NC(=O)c1ccccc1SC
→ i	0.2	-6%	-2	i	-13	-5%	-1%
> CCOCCc1nnc(NC(=O)COC)s1
→ -8%	2.0	1%	10	i	10	7%	6%
> O=C(Nc1ccccc1N1CCOCC1)c1ccc([N+](=O)[O-])cc1
→ i	-1.2	0%	0	i	14	-4%	8%
> O=C(Nc1ccn(Cc2ccccc2F)n1)c1ccc(COc2ccccc2Cl)cc1
→ -18%	-1.5	0%	9	i	-10	6%	-2%
> Nc1nnc(SCc2ccc(F)cc2)s1
→ i	-0.7	nt	-7	nt	-9	-1%	-3%
> C=CCN1C(=O)CSc2ccc(C(=O)NCc3cccs3)cc21
→ i	-1.7	4%	6	i	13	3%	-4%
> COc1ccc(-c2nnc(SCC(=O)Nc3nncs3)o2)cc1
→ -13%	2.4	1%	5	i	11	-5%	5%
> CCOc1ccc(S(=O)(=O)N2CCN(C3CC(=O)N(c4cccc(C(C)=O)c4)C3=O)CC2)cc1 (stereo not drawn)
→ -7%	2.5	nt	1	i	22	-2%	7%
> CCc1cc2c(=O)c(-c3ccc4c(c3)OCCO4)coc2c(CN2CCCCC2C)c1O (stereo not drawn)
→ i	-2.7	6%[15.4 µM]	0	i	-7	-2%	7%
> COC(=O)/C(C#N)=C1/SC=C(C)N1c1ccccc1
→ i	-1.2	-4%	3	i	14	8%	2%
> Cc1[nH]c2c(ccc3cccnc32)c1C
→ -11%	0.2	-1%	5	i	8	-11%	3%
> O=C(c1cc(-c2ccco2)on1)N1CCCc2ccccc21
→ -2%[57.5 µM]	0.3	?	-4	i	-15	-3%	14%
> O=C(NCc1ccc2c(c1)OCO2)c1cccc(F)c1
→ i	1.0	1%	4	i	24	4%	0%
> COc1ccc(C(=O)NCCc2nc3cc([N+](=O)[O-])ccc3n2C)cc1
→ -45%[inhibitor]	-0.3	-1%	-21	i	-113*	1%	16%
> COCC1CCCN(Cc2nc(C(c3ccccc3)c3ccccc3)no2)C1 (stereo not drawn)
→ i	-2.3	1%	-13	i	-2	-17%	-2%
> Cc1cc(C)c2c(CN3CC(C)OC(C)C3)cc(=O)oc2c1C (stereo not drawn)
→ -7%	-3.5	1%	7	i	1	-11%	-1%
> Cc1ccc[n+](CC(=O)N2CCCc3ccccc32)c1
→ i	-3.3	3%	-21	i	?	3%	7%
> O=C(COc1ccc(Cl)cc1)N/N=C/c1cccc2cccnc12
→ i	-0.3	1%	2	i	7	-3%	-5%
> COc1ccc(-c2cc(C(=O)N3CCN(c4ccccc4)CC3)c3ccccc3n2)cc1OC
→ -3%	1.2	-16%	2	i	21	-22%	13%
> Cc1ccc(S(=O)(=O)N(CC(=O)NCCSc2ccccn2)c2ccc(C)c(C)c2)cc1
→ -19%	0.3	2%	3	i	5	-15%	0%
> COCCSc1nnc(NC(=O)Cc2ccccc2OC)s1
→ i	2.0	0%	3	i	-10	2%	5%
> CSc1cccc(NC(=S)NC(=O)CCc2ccccc2)c1
→ -7%	-1.4	0%	2	i	-5	-4%	22%
> Cc1nc2sc(C(=O)O)c(N)c2c2c1COC(C)(C)C2
→ -14%	-1.2	-2%	1	i	23	4%	-2%
> Cc1ccc(C)c(S(=O)(=O)Nc2ccc(O)cc2)c1
→ -11%	0.1	0%	-8	i	-21	-3%	5%
> O=C(c1ccc(S(=O)(=O)N2CCC(c3nc4ccccc4[nH]3)CC2)cc1)N1CCOCC1
→ -1%	-3.8	-1%	-6	i	-26	-1%	10%
> CN(CC(=O)Nc1ccccc1Cl)C(=O)COC(=O)c1ccc(Cl)nc1
→ -7%	-2.6	1%	3	i	-3	-1%	0%
> CCn1c(=O)c2c(O)cc(=O)oc2c2ccccc21
→ -22%[57.5 µM]	-0.5	0%	-11	i	10	3%	-3%
> O=C(O)CN1C(=O)S/C(=C\c2cccnc2)C1=O
→ -6%	0.4	1%	6	i	-4	2%	11%

From PubChem BioAssay
